POLH inh: qHTS for Inhibitors of Polymerase Eta | DNA polymerase eta (Homo sapiens), Q9Y253 | recombinant Pol eta, fluorescent DNA replication assay | Potency, µM (doses to about 114 µM), for inactives: top-dose activity change, negative = inhibition, most hits filed as inhibitors | actives 1.2% (n = 390,000); also: potency is read from the fitted curve at half-maximal effect; % is scaled to controls: 0 for no effect and ±100 for the full control effect
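Pol eta (10 nM) was preincubated with compounds for 15 min at room temperature, after which fluorescent replication substrate (50 nM final) was added to start the reaction. Fluorescence was read kinetically at 0 and 10 min.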
HP1b chromo inh: HTS for Inhibitors of HP1-beta Chromodomain Interactions with Methylated Histone Tails; Potency, µM (series often up to 114 µM), for the others: top-dose activity change, negative = inhibition, usual class: inhibitors; AID 540317, 2011; actives 0.56% (n = 390,000); AlphaScreen HP1-beta / biotin-H3K9me3 peptide binding; also: potency is read from the fitted curve at half-maximal effect; nearly all actives have a fitted effect of over 70% in size; inactives centre near 23
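AlphaScreen: HP1-beta (50 nM) preformed 30 min with biotin-H3(1-18)K9me3 peptide (50 nM) in PBS pH 7.4, 0.01% Tween-20. Compound added for 30 min at RT, then streptavidin donor/nickel chelate acceptor beads (10 ug/mL) for 30 min.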
PI4K2A inh: qHTS for small molecular inhibitors of PI4K2A; Phosphatidylinositol 4-kinase type 2-alpha (Homo sapiens), Q9BTU6; purified PI4K2A, ADP-Glo luminescence, 1 h; hits give low values; activity change, negative = inhibition, % at 76.9 µM; actives 0.13% (n = 420,000); AID 1346378, 2018; in the data active = activity change below about -50%; inconclusive = mostly about -30% to -49%;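 also: -100% = wells without enzyme as full effect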
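ADP-Glo luminescence measured ADP generated by PI4K2A enzyme (4 ug/mL before mixing) with 1.2 mM PI substrate (pre-mix) and 300 microM ATP (pre-mix). Tris pH7.5 buffer with MgCl2, Triton X-100; 1 h reaction at ambient temperature.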
JMJD2A Tudor: qHTS Assay for Inhibitors of JMJD2A-Tudor Domain | Lysine-specific demethylase 4A (Homo sapiens), O75164 | AlphaScreen JMJD2A-Tudor / H3K4me3 peptide binding | actives 4.4% (n = 390,000) | AID 504339, 2011 | Potency, µM (titrated, usually from 114 µM), without a hit: at the highest dose activity change, negative = inhibition, usual class: inhibitors; also: potency is read from the fitted curve at half-maximal effect; % is scaled to controls: 0 for no effect and ±100 for the full control effect; nearly all actives have a fitted effect of over 50% in size
GLS inhibitor: qHTS for Inhibitors of Glutaminase (GLS); GLS enzymatic activity, qHTS titration; Glutaminase kidney isoform, mitochondrial (Homo sapiens), O94925; Potency, µM (series often up to 45.5 µM), for inactives: at the top dose activity change, negative = inhibition, actives largely listed as inhibitors; actives 0.21% (n = 410,000); also: potency is read from the fitted curve at half-maximal effect; % is scaled to controls: 0 for no effect and ±100 for the full control effect
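Enzyme dispensed in phosphate buffer (45 mM, pH 8.2, 0.02% Tween-20), compounds pinned in, then 1 mM L-glutamine solution and the glutamate oxidase–HRP–Amplex Red mix added; fluorescence read immediately and again after 30 min at room temperature.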
Tb PGK inh: qHTS Assay to Find Inhibitors of Phosphoglycerate Kinase; Phosphoglycerate kinase, glycosomal (Trypanosoma brucei brucei), P07378; PGK/GAPDH coupled, Kinase-Glo luminescence, 60 min; Potency, µM (top dose mostly 57.5 µM), inactives show top-dose activity change, negative = inhibition, actives largely listed as inhibitors; actives 0.043% (n = 380,000); also: potency is read from the fitted curve at half-maximal effect; % is scaled to controls: 0 for no effect and ±100 for the full control effect; nearly all actives have a fitted effect of over 60% in size
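Recombinant glycosomal PGK reaction used 1,3-bisphosphoglycerate generated in-well by GAPDH (100nM final) in 100mM TEA pH 7.6, 5mM MgCl2, 0.01% Tween-20. After 60 minutes at room temperature, ATP was read by Kinase-Glo Plus luminescence end-point.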
Pin1 inh: qHTS Assay to Find Inhibitors of Pin1; Peptidyl-prolyl cis-trans isomerase NIMA-interacting 1 (Homo sapiens), Q13526; Pin1 FP peptide displacement, HiFluor488, 10 min; Potency, µM (doses to about 115 µM), for inactives: at the top dose activity, negative = inhibition, most hits filed as inhibitors; actives 0.009% (n = 390,000); active = well fitted inhibition curve with a large enough effect in the polarisation, with a control signal flat, not every such curve was filed as active; inconclusive = small, poorly fitted or top-dose-only effect, or effect the other way, or a change in a side signal; inactive = no such curve, though single readings can be large or run the other way; the % refers to the polarisation; also: potency is read from the fitted curve at half-maximal effect; % is scaled to controls: 0 for no effect and ±100 for the full control effect
BAZ2B block: qHTS Assay for Inhibitors of BAZ2B. Bromodomain adjacent to zinc finger domain protein 2B (Homo sapiens), Q9UIF8. AlphaScreen BAZ2B-H3K14Ac peptide displacement. Potency, µM (titrated, usually from 114 µM), inactives show at the top dose activity change, negative = inhibition, actives largely listed as inhibitors. actives 4.4% (n = 360,000); also: potency is read from the fitted curve at half-maximal effect; % is scaled to controls: 0 for no effect and ±100 for the full control effect; nearly all actives have a fitted effect of over 60% in size
Target sequence (Q9UIF8 whole entry, looked up, the tested form may be a part): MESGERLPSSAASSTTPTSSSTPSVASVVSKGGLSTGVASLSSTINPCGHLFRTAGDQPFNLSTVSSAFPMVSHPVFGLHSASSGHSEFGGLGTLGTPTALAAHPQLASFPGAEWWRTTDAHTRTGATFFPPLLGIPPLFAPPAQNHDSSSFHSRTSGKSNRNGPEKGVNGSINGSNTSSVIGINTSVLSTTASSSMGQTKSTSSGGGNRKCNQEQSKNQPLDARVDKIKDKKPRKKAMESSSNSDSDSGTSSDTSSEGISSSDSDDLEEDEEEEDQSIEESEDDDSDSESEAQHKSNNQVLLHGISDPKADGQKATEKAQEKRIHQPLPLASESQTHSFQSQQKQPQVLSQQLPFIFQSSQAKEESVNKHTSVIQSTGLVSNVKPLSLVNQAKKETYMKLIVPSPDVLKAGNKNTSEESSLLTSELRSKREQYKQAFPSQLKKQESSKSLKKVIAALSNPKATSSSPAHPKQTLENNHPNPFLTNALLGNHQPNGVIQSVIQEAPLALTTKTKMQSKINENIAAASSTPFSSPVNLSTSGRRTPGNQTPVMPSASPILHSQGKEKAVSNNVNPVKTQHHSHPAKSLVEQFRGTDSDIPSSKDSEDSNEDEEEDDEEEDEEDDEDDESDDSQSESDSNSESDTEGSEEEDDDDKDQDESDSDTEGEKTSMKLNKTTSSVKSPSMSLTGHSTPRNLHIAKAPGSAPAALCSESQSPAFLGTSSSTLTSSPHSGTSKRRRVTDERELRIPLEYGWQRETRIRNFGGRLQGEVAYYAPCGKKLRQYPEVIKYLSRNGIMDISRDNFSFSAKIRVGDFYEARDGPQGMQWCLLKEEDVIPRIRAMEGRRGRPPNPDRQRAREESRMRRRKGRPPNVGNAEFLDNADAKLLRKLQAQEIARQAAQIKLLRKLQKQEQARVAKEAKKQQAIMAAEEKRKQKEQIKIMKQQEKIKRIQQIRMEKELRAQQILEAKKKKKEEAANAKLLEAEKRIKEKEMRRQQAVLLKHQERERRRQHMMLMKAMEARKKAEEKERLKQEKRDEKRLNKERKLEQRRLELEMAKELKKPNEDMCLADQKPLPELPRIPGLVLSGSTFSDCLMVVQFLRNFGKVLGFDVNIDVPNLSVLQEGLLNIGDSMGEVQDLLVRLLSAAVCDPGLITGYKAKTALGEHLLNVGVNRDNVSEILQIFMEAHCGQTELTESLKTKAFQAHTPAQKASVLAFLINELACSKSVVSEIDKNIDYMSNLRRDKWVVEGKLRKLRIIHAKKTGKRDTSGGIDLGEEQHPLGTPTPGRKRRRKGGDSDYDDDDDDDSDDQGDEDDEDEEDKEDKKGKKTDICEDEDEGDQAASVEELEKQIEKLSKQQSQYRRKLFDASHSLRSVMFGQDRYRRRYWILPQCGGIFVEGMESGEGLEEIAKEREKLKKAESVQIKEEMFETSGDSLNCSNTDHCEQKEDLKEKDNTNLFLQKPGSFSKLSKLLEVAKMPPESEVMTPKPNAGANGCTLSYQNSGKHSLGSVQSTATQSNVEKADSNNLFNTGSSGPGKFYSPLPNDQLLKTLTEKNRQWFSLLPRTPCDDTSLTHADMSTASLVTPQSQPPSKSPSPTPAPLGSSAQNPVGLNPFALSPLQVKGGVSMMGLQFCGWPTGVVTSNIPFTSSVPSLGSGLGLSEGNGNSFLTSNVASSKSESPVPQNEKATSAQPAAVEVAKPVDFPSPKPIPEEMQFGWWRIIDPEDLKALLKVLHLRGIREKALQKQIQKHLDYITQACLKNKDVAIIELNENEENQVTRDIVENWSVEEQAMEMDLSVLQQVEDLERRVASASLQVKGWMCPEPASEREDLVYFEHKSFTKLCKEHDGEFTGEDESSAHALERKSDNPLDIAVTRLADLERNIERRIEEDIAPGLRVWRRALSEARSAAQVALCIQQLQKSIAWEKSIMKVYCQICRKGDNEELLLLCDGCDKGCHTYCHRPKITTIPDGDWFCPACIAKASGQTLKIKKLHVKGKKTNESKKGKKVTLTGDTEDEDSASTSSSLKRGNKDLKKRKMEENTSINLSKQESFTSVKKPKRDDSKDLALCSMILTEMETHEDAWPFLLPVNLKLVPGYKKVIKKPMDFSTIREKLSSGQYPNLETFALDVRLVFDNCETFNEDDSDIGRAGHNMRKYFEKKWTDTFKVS
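AlphaScreen luminescence quantifies BAZ2B engagement of H3K14Ac peptide; the protein and biotinylated peptide are both at 50 nM final, buffer PBS pH 7.4 with 0.01% Tween-20, all steps at room temperature.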
G9a inh: qHTS Assay for Inhibitors of Histone Lysine Methyltransferase G9a | G9a H3K9 monomethylation, AlphaScreen, 2 h | Potency, µM (top dose mostly 102 µM), inactives show top-dose activity, negative = inhibition, usual class: inhibitors | actives 8.8% (n = 350,000) | Histone-lysine N-methyltransferase EHMT2 (Homo sapiens), Q96KQ7; also: potency is read from the fitted curve at half-maximal effect; % is scaled to controls: 0 for no effect and ±100 for the full control effect; nearly all actives have a fitted effect of over 75% in size
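Chemiluminescent proximity detection of H3K9 monomethylation, read after 10 min bead incubation in the dark. Reaction: 20 nM G9a, 500 nM biotin-H3K9 peptide, 20 uM SAM cofactor, 2 h, room temperature, following 15 min enzyme-compound preincubation.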
An asterisk follows results filed as active; i = inactive; ? = inconclusive; . = no result given; & = joins results of further samples; [ ] = another dose, or the depositor's remark. Unless noted, calls follow the shape of the dose curve; as a rule, active = well fitted curve in the direction sought with a large enough effect; inconclusive = small, poorly fitted or top-dose-only effect, or another doubt; inactive = no such curve, though single readings can be large; an effect the other way counts as inactive or inconclusive. A portion of the library; count on the stated rates, not on these rows.

SMILES	POLH inh	HP1b chromo inh	PI4K2A inh	JMJD2A Tudor	GLS inhibitor	Tb PGK inh	Pin1 inh	BAZ2B block	G9a inh
CCOC(=O)c1c(C)oc2nc(C)nc(N3CCN(c4ccc(C(C)=O)cc4)CC3)c12	-23%	32%	4	-2%	-2%	i	9%	11%[57.1 µM]	-4%[59 µM]
CS(=O)(=O)N1CCN(S(=O)(=O)c2ccccc2[N+](=O)[O-])CC1	5%	-5%	-11	-6%[11.4 µM]	7%	5%	7%	-14%	0%
O=C(Nc1cccc(NC(=O)c2ncn[nH]2)c1)c1cccc(Cl)c1	-15%	33%	0	-7%	-8%	0%	6%	-23%	?
CN(C(=O)CSc1nnc(-c2ccccc2)o1)c1c(N)n(Cc2ccccc2)c(=O)[nH]c1=O	-24%	28%	1	-5%	-13%	-6%	7%	-23%	2%
CCCNC(=O)Cc1c(OC)ccc2cc(Br)ccc12	-22%	?	-5	-23%[57.1 µM]	3%	-2%	-9%	10%	23%[59 µM]
C=CCN1C(=O)C2(OCCCO2)c2cccc(Cl)c21	-12%	40%[activator]	3	1%	-1%	4%	-7%	17%	77%[activator]
COC(=O)Nc1nnc(Cc2ccc(OC)cc2)s1	-14%	53%[activator]	0	-10%	-8%	-3%	-3%	-6%	-6%
O=C(CSCC(=O)N1CCOCC1)Nc1nc(-c2ccc3c(c2)OCO3)cs1	-14%	28%	6	-20%	3%	-5%	3%	14%	15%
COc1cc(-c2ccc3c(=O)c4ccccc4n(C)c3c2)cc(OC)c1OC	-9%	98%[activator]	-1	16%	1%	-6%	11%	17%	.
COc1cccc(-c2nc(CS(=O)(=O)CC(=O)NC3CCCC3)c(C)o2)c1	-6%	22%	-3	-10%	-12%	-5%	-7%	-15%[57.1 µM]	?
COC(=O)CNC(=O)c1cccc(F)c1	-13%	29%	1	-9%	-13%	-1%	3%	-2%	18%
CCOC(=O)c1sc(NC(=O)CCN2C(=O)C3CCCCC3C2=O)cc1C (stereo not given)	-7%	28%	-8	-15%	2%	-2%	10%	7%	29%[12.7 µM]
COCCNC(=O)Cn1cc(S(=O)(=O)Cc2ccccc2Cl)c2ccccc21	-11%	32%	-1	-8%	-4%	-3%	-3%	25%	19%[59 µM]
COc1ccc(CCNC(=O)CN(c2ccccc2OC)S(=O)(=O)c2ccc(C)cc2)cc1	-23%&-14%	10%&14%	-5&2	-24%&-23%	-2%&3%	5%&7%	?	-17%&-3%	?
O=C(O)Cc1ccc(NS(=O)(=O)c2ccccc2Br)cc1	-13%	16%[57 µM]	-1	-3%	8%	-3%	6%	.	-3%
CC(=O)Nc1ccc(NC(=O)C(C)n2c3ccccc3c3nc(=O)cc(C)n32)cc1 (stereo not given)	-20%	23%	4	-8%	-3%	i	-8%	2%	7%
CN[C@H](C)C(=O)NC[C@H]1O[C@@H](n2ccc(N)nc2=O)[C@H](O)[C@@H]1O	-16%	.	10	.	6%	-4%	.	.	.
CCNC(=O)C(=O)NCc1ccncc1	-9%	24%	-2	-3%	10%	-1%	6%	-9%	.
CCc1cc(OCCN2C(=O)NC(C)(C)C2=O)ccc1Cl	-3%	42%[activator]	5	13%	.	-5%	-5%	9%	3%
CCOc1ccc(OCC)c(NS(=O)(=O)c2ccc3c(c2)CCN3C(=O)C2CCC2)c1	-20%&-12%	28%&27%	1&1	-7%&-16%	8%&0%	11%	45%[activator]	-20%	-2%[59 µM]
Cc1cccc(NC(=S)N(CCN(C)C)Cc2cc3cc(C)cc(C)c3[nH]c2=O)c1	-17%	17%	0	-12%	-8%	0%	0%	-4%	22%[59 µM]
C[C@H]1CN[C@@H](CCO)/C1=C\c1ccccc1	-8%	65%[activator]	-6	-15%	-1%	-9%	-1%	.	.
COc1ccc(-c2csc(NC(=O)Cn3nc(C)cc3C)n2)cc1	4%	60%[activator]	0	2%	1%	1%	2%	-7%	15%[12.7 µM]
NC12CC3CC(C1)CC(O)(C3)C2	-11%	47%[activator]	8	-11%	-5%	.	-1%	-16%	-8%[12.7 µM]
COc1ccc(CCN2CC(C(=O)N3CCN(C(C)=O)CC3)CCC2=O)cc1 (stereo not given)	?	3%	1	1%	-5%	-2%	-8%	-4%	?
Cc1ccc(C)c(OCCC(=O)Nc2cccc(S(=O)(=O)NC3=NCCCCC3)c2)c1	-9%	22%	2	-16%	2%	8%	9%	-2%	16%[12.7 µM]
Cc1ccc(N(CC(=O)Nc2cc(C)ccc2C)S(=O)(=O)c2c(C)noc2C)cc1	?	35%	-1	-3%	0%	-1%	3%	.	1%[59 µM]
COC(=O)c1nn(-c2ccccc2)c(=O)cc1Oc1ccc(Cl)cc1	-5%	21%	-1	-14%	14%	0%	-1%	6%	49%[12.7 µM]
CCN(CC)c1ccc(N2C(=O)CSC2=S)cc1	-21%	?	-2	50µM*	?	i	27%	-4%	5%
CCOC(=O)Cn1cc(C(=O)c2cccs2)c2ccccc21	-9%	48%[activator]	-2	1%	5%	1%	-5%	-2%	-21%[12.7 µM]
CCSc1ncc(Cl)c(C(=O)Nc2ccc(S(=O)(=O)N3CCCCC3)cc2)n1	-2%	19%	0	-25%	-2%	-12%	23%	-18%	-31%[59 µM]
COc1ccc(CNC(=O)C(=O)NCC2OCCN2S(=O)(=O)c2ccc(F)cc2)cc1 (stereo not given)	-7%	33%	0	-10%	-1%	-2%	12%	-6%	.
COc1ccc(-c2cc(C(=O)Nc3cccc(O)c3)no2)cc1	-5%	21%	-6	-19%	5%	-10%	0%	0%	26%
CC1=C(C(=O)OCC2CCCO2)C(c2ccccc2Cl)NC(=O)N1 (stereo not given)	-13%	26%	5	3%	-2%	i	-2%	9%	-4%[59 µM]
CCCOP(=O)(c1ccc(N(C)C)cc1)C(O)c1c(Cl)cccc1Cl (stereo not given)	1%	-12%	3	-19%	-6%	8%	-5%	-6%	15%
CC(=O)N1CCc2c(sc3nc(SCC(C)C)n(-c4ccc(C)c(Cl)c4)c(=O)c23)C1	?	-20%	5	?	0%	i	8%	-30%	?
CCOc1ccc(N2C(=O)C3=C(C(c4ccc(Cl)cc4)=NCCN3)C2c2cccnc2)cc1 (stereo not given)	-17%	-1%	6	-9%	-13%	-6%	-4%	3%	6%[59 µM]
CCC1(CC)Cc2ccccc2-c2[nH]c(=S)[nH]c(=O)c21	-9%	11%	8	-29%	-18%	-2%	9%	.	.
CN(c1cccc2cccnc12)S(=O)(=O)c1ccccc1	-23%	12%	9	-15%&-14%	4%	-10%	-6%&-2%	-11%	60%[activator]
CC12CCC(C(=Nc3ccc(N=C4C(=O)C5(C)CCC4C5(C)C)cc3)C1=O)C2(C)C	-14%	26%	-7	5%	-4%	-9%	4%	-1%	-13%
N#Cc1cccc(NC(=O)Cn2cnc(S(=O)(=O)N3CCCCC3)c2)c1	-11%	29%	3	-1%	4%	6%	-1%	-12%	5%[59 µM]
Cc1cccc(NC(=O)CCS(=O)(=O)c2cccc3nonc23)c1C	-6%	7%	-1	0%	-1%	-5%	1%	9%	-3%
CCc1nnc(NC(=O)c2ccc(S(=O)(=O)NC3CCCCC3)cc2)s1	5%	37%	-1	-6%	1%	-4%	-1%	2%	?
O=c1c(Cc2ccc(Cl)cc2Cl)c(O)ccn1Cc1ccncc1	-3%	54%[activator]	3	-10%	2%	-4%	-11%	-28%	0%
CN1C(=O)CC(Sc2ncccc2C(=O)O)C1=O (stereo not given)	-13%	42%[activator]	2	-10%	1%	.	-4%	-1%	3%[59 µM]
Cc1ccccc1Cn1c(SCc2ccc(C(=O)NC(C)c3ccccc3)cc2)nc2ccncc21 (stereo not given)	-19%	25%	-1	-18%	-6%	-2%	22%	-10%	?
Cc1cccc(/C=C(\C#N)C(=O)Nc2ccccn2)c1	-17%	44%[activator]	-2	-17%	7%	i	?	-22%	45µM*
COC(=O)Cn1c(C)nc2c(sc3nc(C)cc(C)c32)c1=O	-13%	23%	8	0%	-3%	-6%	-1%	-3%	-2%[12.7 µM]
Cc1ccc(C2=NOC(C)(c3nnc(-c4ccc(Cl)cc4)o3)C2)cc1 (stereo not given)	2%	50%[activator]	3	18%	-4%	-2%	?	16%	4%[59 µM]
CNC(=O)C[C@H]1C(=O)N(c2ccc(Br)cc2)C[C@@H]1CSC	-3%	.	-4	.	-2%	-7%	.	.	.
O=C(CC1C(=O)NCCN1Cc1ccccn1)NCCc1ccccc1F (stereo not given)	-14%	49%[activator]	2	-25%	-3%	i	?	?	-45%
O=C(CSc1nnc(C2CC2)n1-c1ccccc1)NCc1ccco1	-5%	22%	-5	-20%	-7%	-10%	4%	14%	79µM*
Cc1ccc(NC(=O)Cn2nnc(C(=O)NCc3cccs3)c2N)cc1F	-17%	18%	-7	-15%	0%	0%	-2%	-10%	.
C=CCNC(=O)CSc1ccc(Cl)cc1	-1%	47%[activator]	-3	-17%	2%	-2%	-4%	-1%	7%[12.7 µM]
